Compound activity as filed in PubChem.
PostGolgi yeast: growth inhibition of a yeast mutant, post-Golgi transport screen. inhibition, % at 10 µM. AID 739. 98,000 tested, 0.9% active. post-Golgi transport phenotypic cell assay;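 further: yeast cells grown in 1536-well plates; yeast grown about 18 h at 30C before absorbance read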
CYP2C19 act: cytochrome P450 2C19 (human) activation. P33261. recombinant CYP2C19, luciferin-H EGE luminescence; active compounds read high; 0 = fully inhibited enzyme, 1 = untreated enzyme. activation factor at 5 µM. 96,000 tested, under 10 active;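 active means activation factor of at least 2 at 5 µM in the primary screen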;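 further: 0 = wells with 2.5 mM tranylcypromine and 1 = vehicle-only wells; values of inactives mirror those of a sister screen read the other way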
Target sequence (P33261 whole entry, looked up): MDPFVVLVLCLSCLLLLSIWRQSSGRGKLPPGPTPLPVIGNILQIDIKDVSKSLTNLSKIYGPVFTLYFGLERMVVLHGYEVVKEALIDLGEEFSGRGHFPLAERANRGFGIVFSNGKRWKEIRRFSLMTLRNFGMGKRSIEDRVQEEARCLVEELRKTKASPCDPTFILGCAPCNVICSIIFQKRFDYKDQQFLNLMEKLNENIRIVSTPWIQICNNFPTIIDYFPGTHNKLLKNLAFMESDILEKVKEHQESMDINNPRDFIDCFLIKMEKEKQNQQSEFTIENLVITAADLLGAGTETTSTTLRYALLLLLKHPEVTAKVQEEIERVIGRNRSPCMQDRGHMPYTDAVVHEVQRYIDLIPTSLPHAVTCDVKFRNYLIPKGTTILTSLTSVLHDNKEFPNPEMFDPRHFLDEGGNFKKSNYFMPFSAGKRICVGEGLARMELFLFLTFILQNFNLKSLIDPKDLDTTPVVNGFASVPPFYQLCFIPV
CYP2C19 inhib: inhibitors of human CYP2C19. P33261. CYP2C19 Supersomes, luciferin-H EGE luminescence, 30 min. inhibition, % at 5 µM. 96,000 tested, 21% active;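 active means CYP2C19 inhibition above a set limit at 5 µM in the primary screen, cut at about 50% in these data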;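 further: plate controls were negative control wells for no effect and 2.5 mM tranylcypromine positive control for full effect; values of inactives mirror those of a sister screen read the other way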
hDAT+cocaine: human DAT dopamine uptake with cocaine, either direction; Q01959; LLC-PK1 hDAT cells, [14C]-dopamine uptake with cocaine IC80; actives deviate in either direction; B-score at 10 µM; 110,000 tested, 1.3% active; AID 449768;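 active means Z score or B-score, a plate-position-corrected score, falls beyond the plate's 99.7% confidence bounds, in either direction; inactive means both scores lie inside the 99.7% bounds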;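 further: scored against the spread of the other compound wells on the same plate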
S1P2 agonist: agonists of human S1P2 receptor. O95136. S1P2-expressing cell line, agonist reporter read-out. activation, % at 4.5 µM. 97,000 tested, 0.46% active. AID 729; in the data active means activation above about 16%;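 further: 0% = vehicle low control and 100% = maximal reference agonist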
Target sequence (O95136 whole entry, looked up): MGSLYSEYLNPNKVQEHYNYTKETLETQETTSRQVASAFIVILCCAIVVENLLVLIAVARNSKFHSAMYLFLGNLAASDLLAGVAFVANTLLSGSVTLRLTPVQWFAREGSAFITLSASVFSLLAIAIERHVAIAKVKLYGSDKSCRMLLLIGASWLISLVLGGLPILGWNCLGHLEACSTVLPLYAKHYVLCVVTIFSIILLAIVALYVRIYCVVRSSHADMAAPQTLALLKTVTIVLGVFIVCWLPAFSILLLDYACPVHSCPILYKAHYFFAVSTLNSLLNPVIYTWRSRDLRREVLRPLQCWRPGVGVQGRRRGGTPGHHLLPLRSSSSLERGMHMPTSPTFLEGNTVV
PostGolgi ctrl: yeast control strain growth, post-Golgi counter-screen. efflux-deficient yeast background strain, growth absorbance A615, 16 h. inhibition, % at 10 µM. 98,000 tested, 5% active. AID 738
sEH inh: inhibitors of human soluble epoxide hydrolase. recombinant human sEH enzymatic activity assay. inhibition, % at 2 µM. 91,000 tested, 0.34% active. AID 707; in the data active means inhibition above about 80%; further: values of inactives mirror those of a sister screen read the other way; many of its hits are not listed in these tables
S1P2 blocker: S1P2 (human) receptor antagonism; cell-based S1P2 antagonist assay, inhibition at 5 uM; 97,000 tested, 0.21% active; AID 736; O95136; inhibition, % at 5 µM; in the data active means inhibition above about 45%;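 further: CRE beta-lactamase reporter cells expressing human S1P2 stimulated with S1P; 0% = agonist at EC80 alone and 100% = agonist plus reference antagonist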
sEH act: increases human soluble epoxide hydrolase activity. 91,000 tested, 0.04% active. purified human sEH enzymatic activity, activator screen. activation, % at 2 µM. P34913; in the data active means activation above about 37%; further: values of inactives mirror those of a sister screen read the other way
* hit, by the source's call; . = no result given. Unless noted, no stated cut-off is given here; in the data, active means inhibition above about 30%; inactive means the rest.

SMILES	PostGolgi yeast	CYP2C19 act	CYP2C19 inhib	hDAT+cocaine	S1P2 agonist	PostGolgi ctrl	sEH inh	S1P2 blocker	sEH act
Cc1cc2cc(C(c3nnnn3Cc3ccccc3)N3CCc4ccccc43)c(=O)[nH]c2cc1C (centres undefined)	7	0.7	33	.	-1	2	-7	10	5
CC1CC(C)CN(C(=O)CNS(=O)(=O)c2ccc(Br)s2)C1 (centres undefined)	6	0.5	50	0.86	-3	18	21	-14	-23
Cc1ccc(CCN2CC(C(=O)NC3CCCC3)CC2=O)cc1 (centres undefined)	-5	1	-3	1	-4	6	10	18	-10
COCCNC(=O)C1(C)Oc2ccccc2NC1=O (centres undefined)	-10	0.9	10	-0.55	-7	-5	-1	-3	1
CC(=O)Nc1cc(S(=O)(=O)Nc2ccc(C)cc2)c(C)cc1C	0	0.9	13	0.09	-6	4	-8	5	8
O=C(Cn1c(=O)[nH]c2ccsc2c1=O)NC1CCCCCC1	4	.	.	0.54	-6	5	9	20	-10
O=C(c1csc2c1CCCC2)N1CCN(c2ccc(F)cc2)CC1	.	.	.	-0.048	-6	.	-2	-23	3
CCOC(=O)CC1(C)NC(=O)c2c(C)sc(C(=O)OCC)c2N1 (centres undefined)	-2	0.6	36	.	-4	10	8	-21	-7
NC(=O)c1ccsc1NC(=O)COC(=O)C1CCCN1C(=O)c1cccs1 (centres undefined)	-16	0.3	72*	-0.019	-4	17	.	0	.
Cc1cc2c(c(=O)n1Cc1cccnc1)C(c1ccc(F)cc1)C(C#N)=C(N)O2 (centres undefined)	-3	0.7	29	0.18	-2	11	-4	7	3
CC1(c2ccncc2)Nc2ccccc2-c2nc3ccccc3n21 (centres undefined)	-3	0	97*	-0.48	-4	6	14	-3	-10
COc1ccc(/C=C2\N=C(c3c(-c4ccccc4)noc3C)OC2=O)cc1OC	-9	1.1	-14	.	-4	7	6	7	-4
Cc1cc(C)n2c(Nc3ccc4c(c3)OCCO4)c(-c3ccco3)nc2n1	-5	0.7	31	1.1	-5	9	-2	28	1
CC(=O)OCc1c(C(F)(F)F)nn(C)c1SCc1ccc(Cl)cc1	11	0	99*	-1	-4	29	12	1	-10
CNc1nc(C)c(C(C)=O)cc1C#N	-6	1	-2	-0.0049	-7	9	6	5	-4
CC(C)CC(=O)Nc1nc2c(c(=O)[nH]1)CCCC2	0	1	-3	1	-6	4	-6	-9	4
CSCC[C@H](NC(=O)C1CCN(S(=O)(=O)c2ccc(C)cc2)CC1)C(=O)NCc1ccco1	-1	1.1	-6	-1.2	-4	31*	-14	16	10
Cn1nnnc1SCc1ccccc1F	-4	0.7	27	-0.64	.	15	.	.	.
COC(=O)CS(=O)(=O)c1ccc2c(c1)CC(=O)N2	-35	1	0	-1.3	-4	29	2	20	-2
COC(=O)Cn1cc(C(=O)OC)c2ccccc21	30	0.9	6	-0.95	-7	1	7	-12	-5
COC(=O)c1cccc(NS(C)(=O)=O)c1C	-12	1	3	-0.48	-5	30	-1	-23	4
Cc1ccc(-c2nn(C)c(=O)c3ccccc23)cc1S(=O)(=O)NCCN1CCOCC1	4	0.8	20	1	4	12	6	-10	-6
COc1cccc(-c2nn(C)c3sc(C(=O)NCc4ccc(C)cc4)cc23)c1	-8	0.7	26	1.4	-2	25	-6	-10	3
C=CCn1c(N)nc2ccccc21	-1	1	-1	-2.6*	-5	-2	1	0	-1
O=C(c1ccco1)N1CCN(S(=O)(=O)c2ccc(F)cc2)CC1	-5	0.5	53*	-0.33	3	-7	-4	-20	7
CCOc1ccc(S(=O)(=O)N2CCCC2)cc1	-13	0.7	32	0.66	-2	-9	3	-4	-5
Cc1cccc(C)c1NC(=O)CSc1nnc(-c2ccoc2C)n1C	0	0.7	32	-1.2	-4	10	-16	-1	13
CC(=O)N1CCc2ccc(C(=O)CN3CCN(c4cccc(C)c4C)CC3)cc21	-1	1	-4	-0.045	-5	0	16	3	-14
Cc1ccc(-c2nc3ncccn3c2Nc2ccc3c(c2)OCCO3)cc1	0	1.1	-10	-0.00072	-5	7	-31	-16	26
Brc1ccccc1C1=Nn2c(nnc2-c2ccccc2)SC1	3	0.1	90*	0.18	-8	9	14	-25	-15
CC(C)OCCCNC(=O)CN1C(=O)CC(C)(C)S(=O)(=O)c2ccccc21	-2	0.8	23	-0.061	-6	20	.	-7	.
COCCCN1C(=O)c2ccc(C(=O)Nc3ccccc3OC)cc2C1=O	6	0.7	35	-0.21	-3	1	-10	-4	9
O=C(O)C1C2C=CC(C3CC23)C1C(=O)N1CCc2ccccc21 (centres undefined)	-1	1.2	-17	-0.22	-7	0	2	-4	-1
Cc1ccc(C)c(N=C2CCCN2Cc2ccccc2)c1C#N	.	.	.	0.073	-4	.	-1	0	5
COc1ccc(S(=O)(=O)N2CCN(Cc3ccc4c(c3)OCO4)CC2)c2ccccc12	-7	0.1	89*	0.0088	-4	35*	12	-8	-8
FC(F)(F)c1cc(C(F)(F)F)c2ccc(Oc3ccccc3)nc2n1	13	1	-2	-1.3	-4	1	-2	0	0
Oc1ccc(/C=N/NC(=S)NCC2CCCO2)cc1 (centres undefined)	18	0.9	8	-0.09	-6	11	-4	2	7
O=C(Nc1ccc2ccccc2c1)c1cn(-c2ccccc2)nc1-c1cccs1	-17	0.6	41	0.18	-11	11	6	15	-3
Cc1nnc(NC(=O)C2C3C=CC(O3)C2C(=O)O)s1 (centres undefined)	-4	0.9	11	1.5	-5	11	2	-7	-1
CCN(CC)S(=O)(=O)c1ccc(C(=O)NCc2nnc(SCC(=O)OC)n2C)cc1	1	1	0	-0.2	-8	8	-7	5	10
Cc1c2cnn(-c3ccccc3)c(=O)c2c(C)n1CCCC(=O)N1CCN(C)CC1	-6	1.2	-16	-0.0013	-6	3	0	7	-1
CC(=O)O[C@@H]1[C@@H](OC(C)=O)[C@H](n2ccc3cc([N+](=O)[O-])ccc32)OC[C@@H]1OC(C)=O	.	.	.	0.57	-5	.	11	18	-11
CC1(C)Cc2c(ccc3ccccc23)/C(=C/C(=O)N2CCCCC2)N1	6	0.8	24	-0.59	-4	8	-2	6	4
Cc1cc(NC(=O)CSc2c(C)[nH]c3ccccc23)no1	-17	0.3	66*	-1.5	.	30*	.	.	.
CCCCCCn1c(SCC(=O)OC)nc2c1c(=O)[nH]c(=O)n2C	-1	1.1	-6	0.81	.	0	.	.	.
CCOC(=O)c1cc(-c2ccccc2)sc1NC(=O)CN1C(=O)NC(CC)(c2ccccc2)C1=O (centres undefined)	-5	0.7	30	0.24	-3	3	-7	-4	7
CCCN(CCC)C1Sc2ccc(C(=O)OC)cc2NC1=O (centres undefined)	-5	0.9	15	.	1	16	18	15	-18
COC(=O)CSc1ncccc1-c1nc2ccccc2[nH]1	-9	0.4	59*	0.91	-3	6	-2	7	6

Compound profiles, as listed above:
CC(=O)O[C@@H]1[C@@H](OC(C)=O)[C@H](n2ccc3cc([N+](=O)[O-])ccc32)OC[C@@H]1OC(C)=O in the list: PostGolgi yeast = .; CYP2C19 act = .; CYP2C19 inhib = .; hDAT+cocaine = 0.57; S1P2 agonist = -5; PostGolgi ctrl = .; sEH inh = 11; S1P2 blocker = 18; sEH act = -11
CCCCCCn1c(SCC(=O)OC)nc2c1c(=O)[nH]c(=O)n2C in the list: PostGolgi yeast = -1; CYP2C19 act = 1.1; CYP2C19 inhib = -6; hDAT+cocaine = 0.81; S1P2 agonist = .; PostGolgi ctrl = 0; sEH inh = .; S1P2 blocker = .; sEH act = .
Cc1c2cnn(-c3ccccc3)c(=O)c2c(C)n1CCCC(=O)N1CCN(C)CC1 in the list: PostGolgi yeast = -6; CYP2C19 act = 1.2; CYP2C19 inhib = -16; hDAT+cocaine = -0.0013; S1P2 agonist = -6; PostGolgi ctrl = 3; sEH inh = 0; S1P2 blocker = 7; sEH act = -1

Next records.
SMILES	PostGolgi yeast	CYP2C19 act	CYP2C19 inhib	hDAT+cocaine	S1P2 agonist	PostGolgi ctrl	sEH inh	S1P2 blocker	sEH act
O=C(CSc1nc2c(c(=O)n1-c1ccc(Cl)cc1)SCC2)Nc1nccs1	-1	1.1	-12	-0.0083	.	1	.	.	.
COC(=O)/C=C(\C)NC(=O)c1ccccc1Cl	6	0.2	80*	-0.23	-5	7	-4	14	6
Clc1cccc(/C=N/Nc2nnc(Cl)c3ccccc23)c1	-1	1.1	-9	0.32	-7	18	23	14	-22
CCCCCCCc1c(C)nc(N2CCOCC2)[nH]c1=O	-10	0.5	51*	-0.018	-1	21	12	-8	-16
O=Cc1c(N2CCCCCC2)nc2ccccn2c1=O	0	0.5	48	1.3	-2	-5	-2	-2	2
CCOC(=O)c1cnn(-c2cc(C(C)(C)C)nc3c(-c4ccccc4)c(C)nn23)c1N	-7	1	2	-1.3	-5	5	-4	-4	3
CCOC(=O)CN1C(=O)C(CC)Oc2ccccc21 (centres undefined)	10	0.9	9	0.54	-9	0	-12	23	11
O=C(CN(CCc1ccccc1)C(=O)Cn1nnc(-c2cccs2)n1)NCc1ccco1	-4	0.4	56*	0.54	-5	11	43	20	-44
Cc1ccc2[nH]c(=O)c(CN(Cc3nnnn3C3CCCC3)C3CCCCC3)cc2c1	10	0.9	10	-0.15	-5	-1	1	-13	-1
CCOc1ccc(-c2nc(-c3ccncc3)no2)cc1OCC	3	0.5	45	-1.6	0	6	-3	-15	4
Cc1cccc(NC(=O)CSc2nnc(CSc3nc(C)cc(C)n3)o2)c1	13	0.1	89*	1.1	-5	9	4	3	-5
Cc1nc(SCC(=O)c2cccc([N+](=O)[O-])c2)n[nH]1	-2	0.6	39	-0.58	-7	23	-7	23	6
CCC1=NC(c2ccccc2OC)N(O)C1(C)C (centres undefined)	-5	1	-1	-0.5	-4	-2	1	8	0
Cc1ccc(S(=O)(=O)NCCC(=O)Nc2nnc(C)s2)cc1	11	1.1	-8	0.017	0	12	8	14	-10
COc1ccc(-c2cc(C(F)(F)F)n3ncc(C(=O)NCC4CCCO4)c3n2)cc1 (centres undefined)	0	0.8	20	0.4	-2	-4	-2	13	4
O=[N+]([O-])c1ccccc1/C=N/n1c(COc2ccccc2)n[nH]c1=S	14	0.9	8	.	-4	17	2	18	-2
COc1ccc(S(=O)(=O)NCc2cn3c(C)csc3n2)cc1F	-2	1	5	-0.0076	-2	0	-1	-5	0
Fc1cccc2sc(Nc3nnc(-c4ccccc4)o3)nc12	8	.	.	0.037	-3	13	.	0	.
Nc1cccc(-c2nc3ccccc3[nH]2)c1	1	.	.	0.34	2	0	-6	3	7
COc1ccc(C2CC(c3ccc(C)cc3)Nc3ncnn32)cc1 (centres undefined)	3	0.1	88*	-0.83	.	0	.	.	.
CC1CCN(C(=O)CSc2nnc(-c3ccncc3)n2C)CC1	.	.	.	-0.9	-2	.	2	18	2
CC(O)CN(Cc1cccc(Cl)c1)CC(C)O (centres undefined)	-1	1.1	-7	-2.1	2	4	4	-15	1
COc1cc(C)ccc1OCCOc1ccccc1Cl	-16	0.3	70*	0.18	-3	5	-9	-16	13
COc1cc(SC)ccc1C(=O)Nc1ccc2c(c1)CCN2S(C)(=O)=O	-4	0.6	35	0.12	-6	9	.	-1	.
O=C(O)c1cccc(-c2nnn(Cc3ccccc3Cl)n2)c1	.	.	.	0.4	-2	.	2	-7	-2
NC(=O)CSc1nnnn1CC(CC(=O)O)c1ccccc1 (centres undefined)	.	.	.	-0.22	-3	.	-6	10	5
COc1ccc2cnn(-c3ccccc3)c(=O)c2c1OC	4	1	5	0.38	-1	4	-6	-24	8
c1ccc(Oc2cccc(CN3CCOCC3)c2)cc1	12	0.2	77*	-0.9	-8	13	0	11	2
COC(=O)c1[nH]c2cccc(OC)c2c1NC(=O)CCN1CC(C)CC(C)C1 (centres undefined)	1	0.9	7	-0.11	-7	3	2	8	-2
CCOC(=O)c1c(NC(=O)Cn2c(C)nc3ccccc32)sc2c1CCC2	-3	1.1	-7	0.79	-3	0	-3	6	-2
COc1ccc(Cn2nnnc2C(C(C)C)N(Cc2ccco2)Cc2cccs2)cc1 (centres undefined)	-7	0.4	56*	-0.27	-6	4	3	-4	-4

Entries listed so far marked active in hDAT+cocaine.
SMILES,CYP2C19 act,CYP2C19 inhib,hDAT+cocaine,S1P2 agonist,sEH inh,S1P2 blocker,sEH act
C=CCn1c(N)nc2ccccc21,1,-1,-2.6*,-5,1,0,-1
